# Lmaj promast = Leishmania major promastigote growth inhibition | actives 9% (n = 200,000) | inhibition, % at 10 µM | AID 1063 | Leishmania major promastigotes, resazurin fluorescence viability; in the data active means inhibition above about 50%;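 further: promastigotes grown with compound for 44 hours at 28 °C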
# SRC2 TRFRET art = flags TR-FRET format artefacts in PPARgamma SRC-2 recruitment agonist screen | TR-FRET artefact counter-screen; hits give high values | TR-FRET ratio at 8 µM | actives 0.4% (n = 200,000); in the data active means TR-FRET ratio above about 2000; further: inactives centre near 1500; reference of the scale not given here
# PPARg SRC2 recr = promotes SRC-2 coactivator recruitment by human PPARgamma; PPARgamma LBD-SRC-2 recruitment, biochemical; AID 1032; actives 0.34% (n = 200,000); activation, % at 8 µM; in the data active means activation above about 22%;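 further: 0% = vehicle and 100% = reference agonist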
# S1P3 antag = antagonists of human S1P3 receptor; actives 0.27% (n = 170,000); Q99500; inhibition, % at 4.98 µM; CHO S1P3 NFAT-BLA reporter, FRET fluorescence, antagonist mode;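 active means inhibition above the plate cutoff, the mean inhibition of test wells on that plate plus 3 SD, cut at about 28% in these data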;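 further: cells challenged with S1P at its EC80 of 0.8 µM; blue over green emission ratio from cleaved BLA substrate after 4 h stimulation; 0% = S1P-stimulated wells and 100% = unstimulated DMSO-only wells; some compounds past the cut are filed as inactive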
# Target sequence (Q99500 whole entry, looked up): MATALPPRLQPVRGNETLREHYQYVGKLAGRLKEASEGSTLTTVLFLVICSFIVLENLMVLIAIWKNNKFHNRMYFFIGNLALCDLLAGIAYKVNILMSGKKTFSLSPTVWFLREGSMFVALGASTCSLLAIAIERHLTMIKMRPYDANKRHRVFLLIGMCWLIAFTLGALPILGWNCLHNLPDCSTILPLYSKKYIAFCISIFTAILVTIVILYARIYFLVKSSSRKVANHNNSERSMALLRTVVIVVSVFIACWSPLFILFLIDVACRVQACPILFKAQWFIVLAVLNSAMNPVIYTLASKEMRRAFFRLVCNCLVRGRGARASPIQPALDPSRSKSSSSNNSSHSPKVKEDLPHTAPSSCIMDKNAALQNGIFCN
# PPARg SRC-1 ag = agonists of human PPARgamma SRC-1 coactivator recruitment; P37231; PPARgamma-SRC-1 coactivator recruitment biochemical assay; activation, % at 8 µM; actives 0.41% (n = 200,000); in the data active means activation above about 19%;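 further: 0% = DMSO and 100% = reference agonist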
# bIAP act = intestinal alkaline phosphatase (bovine) activation; purified bovine IAP, CDP-star luminescence, 30 min; hits give high values; fold of DMSO-control signal, blank-subtracted; activation factor at 20 µM; actives 0.17% (n = 200,000); AID 1016;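 active means activation factor of 2 or more at 20 µM, a signal rise over negative controls twice the positive control's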
# bIAP inhibitor = intestinal alkaline phosphatase (bovine) inhibition; purified bovine IAP, CDP-star luminescence, 30 min; inhibition, % at 20 µM; 190,000 tested, under 10 active; AID 1019;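 active means over 50% inhibition of intestinal alkaline phosphatase at 20 µM in the single-dose screen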
#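 Assay system – bovine IAP enzyme · Quantity – bovine IAP at 1/65,000,000 final dilution · Detection – CDP-star luminescence signal · Times – 30 min reaction at room temperature · Also added – CDP-star substrate at 30 µM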
# PPARg SRC-3 ag = promotes SRC-3 coactivator recruitment by human PPARgamma; biochemical PPARgamma/SRC-3 coactivator recruitment assay; activation, % at 8 µM; actives 0.26% (n = 200,000); in the data active means activation above about 23%;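 further: 0% = DMSO and 100% = reference agonist; some compounds past the cut are filed as inactive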
# Redox H2O2 prof = compounds producing H2O2 with reducing agent – biochemical, NIH compound library profiling, artefact control for MLSCN library redox annotation, primary screen | DTT-dependent redox cycling H2O2, phenol red/HRP absorbance; 100% = 100 µM peroxide control, 0% = buffer | activation, % at 10 µM | actives 0.03% (n = 200,000);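 active means activation of at least 50% relative to the plate's high and low controls in the primary single-dose screen; inactive means activation below 50%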;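 further: compound incubated with DTT at 0.8 mM final as the reducing agent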
# TLR4 MyD88 comp = TLR4-MyD88 interaction inhibition in cells; HeLa CL3-4 TLR4/MyD88 BLA complementation, FRET ratio; O00206+Q99836; AID 861; inhibition, % at 8.4 µM; actives 0.18% (n = 200,000); in the data active means inhibition above about 25%;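 further: 0% = vehicle and 100% = reference inhibitor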
# ROMK primary = modulators of human ROMK potassium channel; P48048; Tet-inducible ROMK, thallium flux fluorescence; actives lie on both sides; B-score at 10 µM; actives 2% (n = 130,000); AID 1918;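 active means signal ratio slope over the read window, or its plate-corrected B-score, at least 3 SD from the plate mean, either direction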;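 further: B-score of the F/F0 ratio slope over 7 to 12 s after thallium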
# Target sequence (P48048 whole entry, looked up): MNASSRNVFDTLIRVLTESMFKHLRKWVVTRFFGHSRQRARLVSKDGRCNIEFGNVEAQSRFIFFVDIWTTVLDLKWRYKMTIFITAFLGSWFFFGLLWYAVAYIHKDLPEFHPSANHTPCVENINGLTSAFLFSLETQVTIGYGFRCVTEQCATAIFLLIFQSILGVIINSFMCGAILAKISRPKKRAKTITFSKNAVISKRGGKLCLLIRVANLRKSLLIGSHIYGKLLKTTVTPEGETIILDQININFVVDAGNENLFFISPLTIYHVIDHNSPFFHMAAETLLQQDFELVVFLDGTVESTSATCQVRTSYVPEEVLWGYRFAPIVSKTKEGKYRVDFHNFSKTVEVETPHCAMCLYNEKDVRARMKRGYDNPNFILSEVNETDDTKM
# The depositor's hits bear a star; x = no result given.
1. CC(C)CSc1nnc2[nH]c(=O)cc(N)n12
2. CN(C)/C=C/C(=O)c1ccc(Cl)c([N+](=O)[O-])c1
3. COC(=O)C1=C(C)N(CC(C)C)C(=O)C1
4. c1ccc2c(c1)OCC(c1nnc3n1-c1ccccc1SC3)O2 (stereo not drawn)
5. O=C(N1CCOCC1)N1CCOCC1
6. O=C(CSc1nnc(COc2ccccc2)n1-c1ccccc1)c1cccs1

Compound,1,2,3,4,5,6
Lmaj promast,-7,3,2,8,-4,12
SRC2 TRFRET art,1457,1494,1685,1478,1630,1605
PPARg SRC2 recr,0,1,7,3,3,8
S1P3 antag,-1,3,x,2,-37,-6
PPARg SRC-1 ag,2,-4,4,-3,6,3
bIAP act,0.8,1,1,1,1,0.9
bIAP inhibitor,21,0,0,1,4,7
PPARg SRC-3 ag,0,-2,11,6,2,2
Redox H2O2 prof,-1.1,-2.5,0.2,-0.1,-0.8,-2.7
TLR4 MyD88 comp,1,-1,-5,-9,-28,0
ROMK primary,1.2,-0.13,-0.35,x,x,x

7. Cc1cc(C(=O)COc2ccccc2[N+](=O)[O-])c(C)n1C1CC1
8. Cn1c(=O)c2c(nc(NCCc3ccccc3)n2Cc2ccccc2)n(C)c1=O
9. CCOC(=O)/C(=N\Nc1ccccc1[N+](=O)[O-])c1csc(N)n1
10. COc1ccc([N+](=O)[O-])cc1NC(=O)COC(=O)Cc1cc(OC)c(OC)c(OC)c1
11. CCOC(=O)c1[nH]c2ccc(C)cc2c1N=CN(CC)CC
12. C=CCc1ccc(OCc2ccc(C(=O)OC)o2)c(OC)c1

Compound,7,8,9,10,11,12
Lmaj promast,4,15,52*,-2,-1,-7
SRC2 TRFRET art,1884,1393,1754,1381,1543,1571
PPARg SRC2 recr,-6,-4,7,-9,9,-1
S1P3 antag,-20,-7,2,-2,x,x
PPARg SRC-1 ag,15,-4,11,-6,0,5
bIAP act,1.1,0.9,0.6,1,1,1
bIAP inhibitor,-5,14,43,2,0,0
PPARg SRC-3 ag,6,0,6,5,-4,-5
Redox H2O2 prof,0.6,2.3,-0.1,-0.7,-0.8,1.7
TLR4 MyD88 comp,4,-7,-4,-12,2,-6
ROMK primary,0.54,x,0.00019,-0.57,-0.32,x

13. CCCC(=O)Nc1cc(C)c(NC(=O)c2ccccn2)cn1
14. COc1cnc(-c2cccc(C(F)(F)F)c2)nc1OC
15. CCCCCOC(=O)c1ccc(N2C(=O)C3C4C=CC(C4)C3C2=O)cc1 (stereo not drawn)
16. CCNC(=O)COC(=O)/C=C/c1cccs1
17. CC(NC(=O)Cc1cccs1)C(c1cccs1)N1CCN(c2ccccc2F)CC1 (stereo not drawn)
18. C=CCNC(=S)NNC(=O)c1cccn(Cc2cccc(Cl)c2)c1=O

Compound,13,14,15,16,17,18
Lmaj promast,-1,-5,26,-10,41,0
SRC2 TRFRET art,1391,1637,1524,1634,1570,1729
PPARg SRC2 recr,8,4,7,0,-3,5
S1P3 antag,x,-4,x,-1,-4,x
PPARg SRC-1 ag,4,6,2,13,6,2
bIAP act,1,1,0.9,1,1,1.3
bIAP inhibitor,0,2,10,4,0,-29
PPARg SRC-3 ag,2,2,5,4,-10,6
Redox H2O2 prof,-1.7,-1.6,0.1,-2.0,-0.4,2.5
TLR4 MyD88 comp,2,-7,-6,3,6,2
ROMK primary,x,1.7,-0.21,0,x,x

19. c1csc(-c2nnc(N3CCOCC3)c3ccccc23)c1
20. COc1ccc(C(=O)NNC(=O)c2ccccc2[N+](=O)[O-])cc1
21. Cc1ccc(-n2c(C)cc(C(=O)NS(=O)(=O)c3ccc(C)cc3)c2C)cc1
22. Cc1cc(Nc2nc3ccccc3nc2Cl)n(-c2ccccc2)n1
23. CC(C)CN1CCNC(=O)C1CC(=O)NCCc1cnn(-c2ccccc2)c1 (stereo not drawn)
24. COc1ccc(-c2[nH]n(-c3ccc([N+](=O)[O-])cc3)c(=O)c2C=NCc2ccc(F)cc2)cc1

Compound,19,20,21,22,23,24
Lmaj promast,5,6,-5,13,-1,-1
SRC2 TRFRET art,1330,1542,1416,1526,1790,1388
PPARg SRC2 recr,-2,3,-3,-15,8,-11
S1P3 antag,0,-2,-22,x,-13,-2
PPARg SRC-1 ag,-1,-2,-6,-8,4,-7
bIAP act,1.2,1.1,1,0.9,1,0.8
bIAP inhibitor,-22,-11,0,8,-1,20
PPARg SRC-3 ag,-5,0,1,-10,6,-2
Redox H2O2 prof,0.1,-0.3,0.4,0.0,-0.9,-0.2
TLR4 MyD88 comp,7,-10,-5,1,-4,11
ROMK primary,0.044,-0.18,x,1,0.11,1.3

25. CC(C)(C)NC(=O)CN(Cc1cccnc1)C(=O)c1csnn1
26. OC(CNc1nc2ccccc2s1)c1ccccc1 (stereo not drawn)
27. COc1ccc(-c2cc(C3CCN(Cc4cccc(C(F)(F)F)c4)CC3)[nH]n2)cc1
28. Cc1cc(C)nc(N2CCCC(C(=O)NCCc3cccc(F)c3)C2)n1 (stereo not drawn)
29. CC(=O)c1ccc(-n2c(CCC(=O)O)ccc2-c2cccs2)cc1
30. CCCn1c(=N)c(C(=O)NCc2ccc3c(c2)OCO3)cc2c(=O)n3cccc(C)c3nc21

Compound,25,26,27,28,29,30
Lmaj promast,-8,-10,68*,-4,-2,96*
SRC2 TRFRET art,1396,1571,1389,1538,1807,1525
PPARg SRC2 recr,8,5,2,0,11,4
S1P3 antag,-14,-32,-1,-1,x,-10
PPARg SRC-1 ag,1,-5,3,8,4,5
bIAP act,0.9,0.9,1,1,1,1
bIAP inhibitor,14,11,1,0,4,0
PPARg SRC-3 ag,-3,-4,1,-8,8,-1
Redox H2O2 prof,1.6,0.6,-2.0,-1.6,1.4,2.6
TLR4 MyD88 comp,0,5,-5,-1,-7,-10
ROMK primary,1.3,0.015,0.24,x,x,x

31. CCOC(=O)CNC(=O)N1c2ccccc2Sc2ccccc21
32. COc1ccc(CC2(CO)CCN(Cc3cc4ccccc4o3)CC2)cc1
33. O=[N+]([O-])c1cc(-c2nnc(Nc3ccc(O)cc3)c3ccccc23)ccc1N1CCOCC1
34. CCOC(=O)COc1ccccc1-c1ccno1
35. CCn1c(NCc2cc(Br)ccc2NS(=O)(=O)c2ccc(C)cc2)nc2ccccc21
36. Cn1cc(Cl)c(C(=O)Nc2cnn(Cc3ccc(F)cc3)c2)n1

Compound,31,32,33,34,35,36
Lmaj promast,3,79*,5,-5,100*,99*
SRC2 TRFRET art,1630,1523,1561,1358,1599,1478
PPARg SRC2 recr,6,0,-5,-1,9,-4
S1P3 antag,-1,0,5,x,x,-2
PPARg SRC-1 ag,8,5,1,-2,2,4
bIAP act,0.8,1,0.9,0.8,1.5,0.8
bIAP inhibitor,16,2,14,23,-45,23
PPARg SRC-3 ag,4,-2,5,-9,-4,3
Redox H2O2 prof,-0.9,-0.8,1.2,-1.1,-12,-0.1
TLR4 MyD88 comp,-2,-1,2,7,-5,6
ROMK primary,0.94,-0.96,x,-2.1,x,-0.71

# Limited to PPARg SRC-3 ag and S1P3 antag (three entries from above):
No.	canonical_smiles	PPARg SRC-3 ag	S1P3 antag
33	O=[N+]([O-])c1cc(-c2nnc(Nc3ccc(O)cc3)c3ccccc23)ccc1N1CCOCC1	5	5
31	CCOC(=O)CNC(=O)N1c2ccccc2Sc2ccccc21	4	-1
36	Cn1cc(Cl)c(C(=O)Nc2cnn(Cc3ccc(F)cc3)c2)n1	3	-2

# Next part.
37. COCC(=O)/C=C1\Sc2ccccc2N1C
38. O=C(Nc1ccccc1C(=O)N/N=C/c1ccco1)c1ccc(F)cc1
39. CC1CCCC(NC(=O)COC(=O)CSc2ccc3ccccc3c2)C1C (stereo not drawn)
40. O=C(O)c1ccc(N=C2SCC(=O)N2Cc2ccccc2)cc1
41. CCOc1ccc(OCC)c(NC(=O)CN(C)S(=O)(=O)c2cccc3nsnc23)c1
42. COC(=O)CC1=C(C)C(=O)CC2C(C)(C)CCCC12C (stereo not drawn)

Compound,37,38,39,40,41,42
Lmaj promast,-2,-8,55*,-7,10,1
SRC2 TRFRET art,1641,1724,1572,1551,1636,1574
PPARg SRC2 recr,9,5,8,-1,-2,1
S1P3 antag,-1,-7,-13,-6,0,13
PPARg SRC-1 ag,4,10,-2,1,0,0
bIAP act,0.9,1,1.1,0.9,0.9,1
bIAP inhibitor,14,-2,-15,10,6,1
PPARg SRC-3 ag,8,3,-1,-3,-6,-2
Redox H2O2 prof,0.9,-0.6,x,-0.3,0.1,-0.3
TLR4 MyD88 comp,-9,-4,-5,-9,0,3
ROMK primary,x,0.064,x,0.97,-0.31,0.012

43. O=C(O)CC1=C(O)C(=O)N(c2ccccc2)C1c1ccccc1 (stereo not drawn)
44. O=C1C2CC=CCC2C(=O)N1CNc1ccccc1 (stereo not drawn)
45. CN(Cc1nc(-c2cccs2)no1)CC1(N2CCOCC2)CCCCC1
46. CCN(CC)CCN1C(=O)C(=O)/C(=C(/O)c2ccc(OC)cc2)C1c1ccco1 (stereo not drawn)
47. O=C(CCc1nc2ccccc2c(=O)[nH]1)OCc1ccc(-c2ccccc2)cc1
48. CC(=O)Nc1ccc(S(=O)(=O)NCCNc2ccccc2[N+](=O)[O-])cc1

Compound,43,44,45,46,47,48
Lmaj promast,-8,7,1,1,93*,-5
SRC2 TRFRET art,1713,1552,1624,1368,1436,1686
PPARg SRC2 recr,3,2,-1,-5,-8,14
S1P3 antag,-2,x,-18,x,-6,4
PPARg SRC-1 ag,-2,-3,0,-7,-2,8
bIAP act,1,0.9,1,0.9,0.8,0.7
bIAP inhibitor,5,7,-2,9,19,29
PPARg SRC-3 ag,3,10,0,3,-2,7
Redox H2O2 prof,0.2,0.9,0.0,1.6,0.1,-0.7
TLR4 MyD88 comp,7,-8,1,13,-15,-12
ROMK primary,0.097,-0.095,-1.1,1.1,0.76,-0.11

49. COc1cc2cc(C)nc(Cc3cccc4ccccc34)c2cc1OC
50. O=S(=O)(Nc1ccc(F)cc1)N1CCCCCC1
51. NS(=O)(=O)c1ccc(N/N=C/c2cn(-c3ccccc3)nc2-c2cccs2)cc1
52. COc1ccccc1NC(=O)CCN1C(=O)C2CC=C(Cl)CC2C1=O (stereo not drawn)
53. Cc1ccc(NC(=S)NCCN(C2CCCCC2)C2CCCC2)cc1C
54. CCOc1ccc2c(=O)c(Oc3ccccc3OCC)coc2c1
55. Cn1c(=O)c2c(nc(Sc3ncccn3)n2Cc2ccc(Cl)cc2)n(C)c1=O
56. Cc1nc(N2CCN(S(=O)(=O)c3ccccc3)CC2)c2c3c(sc2n1)CC(C)CC3 (stereo not drawn)
57. Cc1nn(Cc2cccc(C(=O)NC34CC5CC(CC(C5)C3)C4)c2)c(C)c1Br

Compound,49,50,51,52,53,54,55,56,57
Lmaj promast,23,12,-2,-6,64*,-4,2,26,54*
SRC2 TRFRET art,1675,1455,1406,1694,1688,1545,1460,1411,1424
PPARg SRC2 recr,-3,6,6,-8,6,2,-6,5,0
S1P3 antag,x,-1,9,2,0,x,-35,x,x
PPARg SRC-1 ag,-3,-1,-1,3,12,1,8,2,-3
bIAP act,0.9,0.8,0.2,1,0.2,0.9,1,0.9,0.9
bIAP inhibitor,11,19,x,-3,x,6,-2,5,7
PPARg SRC-3 ag,0,10,6,-1,2,3,2,6,7
Redox H2O2 prof,-1.1,-1.8,0.7,-0.8,-0.3,0.0,-2.0,-5.0,-1.3
TLR4 MyD88 comp,-1,-3,0,-3,-9,12,-5,3,12
ROMK primary,x,x,x,x,-1.8,-0.074,x,x,-1

# High-throughput results from PubChem.
